Bioassay records (PubChem BioAssay)
HTRA1 inhibitor – HTRA1 (human) protease inhibition; recombinant HTRA1, FP-rhodamine activity-based probe, fluorescence polarization; inhibition, % at 5.96 µM; 340,000 compounds, 0.5% hits; AID 504803; in the data active means inhibition above about 36%;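 further: 0% = enzyme with DMSO and 100% = wells lacking enzyme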
Target sequence (Q92743 whole entry, looked up): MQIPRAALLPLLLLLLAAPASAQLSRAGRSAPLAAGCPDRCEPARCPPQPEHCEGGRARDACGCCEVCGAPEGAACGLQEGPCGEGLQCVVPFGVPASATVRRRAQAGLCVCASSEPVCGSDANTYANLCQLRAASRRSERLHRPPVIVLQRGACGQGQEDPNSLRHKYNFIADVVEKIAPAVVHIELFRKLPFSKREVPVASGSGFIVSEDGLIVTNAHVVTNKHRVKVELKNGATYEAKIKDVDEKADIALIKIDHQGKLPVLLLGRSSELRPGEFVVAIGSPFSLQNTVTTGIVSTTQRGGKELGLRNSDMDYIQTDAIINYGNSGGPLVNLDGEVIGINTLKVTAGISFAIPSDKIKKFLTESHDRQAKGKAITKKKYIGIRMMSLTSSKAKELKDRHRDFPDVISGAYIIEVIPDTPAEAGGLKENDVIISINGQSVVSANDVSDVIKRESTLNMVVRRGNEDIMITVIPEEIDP
NPR2 activator – GC-B (human) receptor activation; P20594; activation, % at 10 µM; 370,000 compounds, 0.11% hits; HEK293-GC-B cells, CNP EC30, cGMP TR-FRET; 0% at EC30 CNP, 100% saturating CNP;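 active means activation at 10 µM reaching about 35% in either raw or pattern-adjusted values, limit read from the data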
mABHD4 FP – ABHD4 (mouse) inhibition, primary FP screen. purified mABHD4, FP-Rh probe fluorescence polarization. inhibition, % at 8.92 µM. 370,000 compounds, 0.54% hits. AID 720543;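 active means inhibition exceeding the mean over every tested compound plus 3 SD, cut at about 30% in these data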;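 further: 0% = plate median of compound wells and 100% = S159A mutant with DMSO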
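System: mouse ABHD4 enzyme, wild type / Medium: HEPES pH 7.0, NaCl, Pluronic buffer / Reagent: FP-Rh activity-based fluorescent probe / Control set: S159A mutant high control, sample median low control / Detection: fluorescence polarization with parallel and perpendicular emission, 525/598 nm / Schedule: 45 min + 60 min at 25 °C / Compound dosing: 8.92 µM, single dose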
rCAG RNA binder – binds r(CAG) RNA repeats; r(CAG) RNA repeat, TO-PRO-1 dye displacement fluorescence; inhibition, % at 3 µM; 370,000 compounds, 1.3% hits;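 active means inhibition above the plate cutoff, the mean of all test compounds on that plate plus 3 SD, cut at about 35% in these data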;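 further: 0% = DMSO alone and 100% = 100 µM mitoxantrone as full dye displacement; higher means more dye released from RNA so lower well fluorescence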
SMARCA2 act – SMARCA2 function activation, primary screen | MG213 cells, MMTV-luciferase reporter, dexamethasone, overnight | 370,000 compounds, 1% hits | AID 652017 | activation, % at 9.1 µM; in the data active means activation above about 7.8%;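 further: 0% = vehicle wells and 100% = reference activator wells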
NR1D1 modulator – modulates human Rev-erb alpha binding to DNA; activity, % at 10 µM; 370,000 compounds, 0.79% hits; P20393; Rev-erbα–FITC-DNA binding, fluorescence polarization, 90 min;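 active means activity above about 14%, limit read from the data; passing the limit was not always enough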;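 further: 0% = DMSO wells with 35 nM protein and 100% = DMSO wells with 750 nM protein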
GC-A act – GC-A (human) enzyme activation; P16066; HEK293 GC-A cells, cGMP TR-FRET, EC30 ANP; 0% at EC30 ANP, 100% saturating ANP; activation, % at 10 µM; 370,000 compounds, 0.14% hits; AID 1671463; in the data active means activation above about 40%
ASAP1 GAP inh – ASAP1 ArfGAP inhibition; inhibition, % at 16.5 µM; Q9ULH1; 360,000 compounds, 0.19% hits; AID 624377; ASAP1-stimulated ARF1 GTP hydrolysis, GDP FP detection; in the data active means inhibition above about 25%;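 further: 0% = vehicle with enzyme and substrate and 100% = no enzyme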
Target sequence (Q9ULH1 325-724 limits assumed): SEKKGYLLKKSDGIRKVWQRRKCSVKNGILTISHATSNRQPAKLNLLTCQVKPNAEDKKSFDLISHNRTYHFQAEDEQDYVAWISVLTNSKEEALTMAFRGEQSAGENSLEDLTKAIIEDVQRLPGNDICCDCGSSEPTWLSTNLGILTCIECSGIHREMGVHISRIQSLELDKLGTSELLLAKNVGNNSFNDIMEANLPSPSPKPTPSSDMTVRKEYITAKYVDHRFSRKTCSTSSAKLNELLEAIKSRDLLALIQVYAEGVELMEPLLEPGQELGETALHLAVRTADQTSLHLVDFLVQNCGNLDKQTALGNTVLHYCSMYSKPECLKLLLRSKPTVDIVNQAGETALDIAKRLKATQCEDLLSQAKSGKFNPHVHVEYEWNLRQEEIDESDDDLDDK
ARFGAP1 inh – inhibitors of rat ARFGAP1 | Q62848 | inhibition, % at 16.5 µM | 360,000 compounds, 0.26% hits | Arfgap1-stimulated ARF1 GTP hydrolysis, GDP FP detection | AID 651572;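 active means inhibition above a per-plate limit, mean inhibition of low control wells plus 3 SD, cut at about 25% in these data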;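 further: 0% = DMSO wells with enzyme and 100% = wells lacking Arfgap1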
Target sequence (Q62848 1-136 limits assumed): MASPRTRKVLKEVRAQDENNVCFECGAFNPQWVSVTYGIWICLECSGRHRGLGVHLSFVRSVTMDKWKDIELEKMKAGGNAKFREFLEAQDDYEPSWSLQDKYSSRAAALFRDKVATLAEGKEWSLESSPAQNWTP
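system = rat Arfgap1 catalytic domain, aa 1-136 | technique = FP, GDP Alexa 633 tracer displaced from anti-GDP antibody, 620/688 nm | compound = one concentration, 16.5 µM, DMSO 1.26% | medium = HEPES-based buffer, pH 7.5 | timing = compound-enzyme preincubation 20 min, reaction 120 min, detection 60 min, 25 °C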
PG9 Ab binder – PG9 antibody binding by small molecule. TR-FRET gp120-PG9 antibody binding. inhibition, % at 6.7 µM. 360,000 compounds, 0.43% hits. AID 624416; in the data active means inhibition above about 8.5%
Active calls of the source: *; . = no result given.

SMILES	HTRA1 inhibitor	NPR2 activator	mABHD4 FP	rCAG RNA binder	SMARCA2 act	NR1D1 modulator	GC-A act	ASAP1 GAP inh	ARFGAP1 inh	PG9 Ab binder
COCC(=O)Nc1ccc(S(=O)(=O)NCCc2ccccc2)cc1	2	1	-5	-1	-3	-4	2	2	-9	-1.6
Cc1cc(C)n2cc(CSc3nnnn3C)nc2n1	5	1	-1	0	-1	-3	5	15	-5	0.9
O=C(CSc1nnnn1C1CC1)Nc1cccc(S(=O)(=O)N2CCCC2)c1	5	-3	-1	4	0	-6	0	8	2	-1.3
C/C(CC(=O)NCc1ccccc1)=N\NC(N)=S	0	3	3	-3	2	-7	1	24	3	-1.1
Cc1cccc(/C=C/c2onc(C)c2S(=O)(=O)N2CCC(C(=O)N3CCC(C)CC3)CC2)c1	-3	3	4	3	-1	-2	-2	-9	-8	0.3
COCC(C)NCc1cc(Br)ccc1OC (centres undefined)	8	-1	8	1	-2	1	-4	-2	-1	0.2
Cc1cc(NC(=O)CSc2ccc3nnc(CCNC(=O)c4ccccc4)n3n2)no1	9	4	-1	-2	0	2	-2	3	3	-0.7
Cc1cc(NC(=O)CCCSc2nc(-c3ccco3)cc(C(F)(F)F)n2)no1	-8	-2	-1	-3	0	10	-3	-1	1	-1.3
Oc1ccc(C(=S)N2CCN(c3cccc(Cl)c3)CC2)cc1	-29	-2	-25	11	-1	-1	2	7	-3	2.2
CCN1CCN(c2nc(Nc3ccccc3F)nc(N)c2[N+](=O)[O-])CC1	-6	-6	0	-4	0	1	3	-2	-7	-1.0
CCOC(=O)c1cc(NC(=O)Nc2ccc(OC)c(OC)c2)c(C)nc1C	6	-8	5	-2	1	-7	-6	-5	1	-0.9
COc1cccc(-c2noc(-c3cccnc3)n2)c1	0	-7	-1	-4	5	1	2	3	-3	-2.7
NC(=O)c1ccc(NC(=O)CCNC(=O)c2ccco2)cc1	1	2	2	-1	-1	-4	3	-8	-17	1.8
O=c1c2ccccc2nc2n1C(CSc1ccc(Cl)cc1)CN2 (centres undefined)	4	6	-4	5	0	2	-1	-1	-2	1.8
C/C(=N/NC(=O)CN1CCN(Cc2ccccc2Cl)CC1)c1cccs1	.	3	3	-7	-2	-4	2	10	-5	-0.1
N#Cc1nc(-c2cccs2)oc1NCc1ccccc1Cl	-48	6	-2	1	0	-7	9	1	-15	-0.3
C/C(=N\N1CCN(c2ccc(Cl)cc2)CC1)c1cccc([N+](=O)[O-])c1	6	2	1	1	0	-1	2	-7	0	-1.1
CCOC(=O)c1nncc(-c2ccccc2)n1	1	1	4	0	0	-4	2	6	1	0.8
CCOc1cc(N2CCOCC2)c(OCC)cc1NC(=O)Cn1cnc2c(=O)n(C)c(=O)n(C)c21	-2	1	5	3	2	2	0	1	0	-0.3
CCOc1ccc(N(CC(=O)Nc2c(C)n(C)n(-c3ccccc3)c2=O)S(=O)(=O)c2ccc(F)cc2)cc1	-15	3	3	-8	-2	2	-5	-2	8	-1.1
Cn1c(Nc2ccccc2)cc(=O)n(C)c1=O	5	-7	0	0	0	8	3	-16	-7	2.3
COc1ccc(Cl)cc1S(=O)(=O)n1c([N+](=O)[O-])cnc1C	5	3	0	2	0	-4	2	-10	16	-0.7
CCOc1ccc(S(=O)(=O)N(CC(=O)O)c2ccc(C)cc2)cc1	3	6	1	6	3	-4	-2	2	-3	0.2
O=C(/C=C/Nc1ccc(S(=O)(=O)Nc2cnc3ccccc3n2)cc1)c1cccnc1	1	-3	2	6	-2	3	-4	2	11	-1.2
COC(=O)c1ccc(/C=N/NC(=O)C2CC(=O)N(c3ccc(F)cc3)C2)cc1 (centres undefined)	10	-6	1	0	1	0	-1	-2	5	-1.7

Quoted at random: 2 records from the list, in no set order.
SMILES	HTRA1 inhibitor	NPR2 activator	mABHD4 FP	rCAG RNA binder	SMARCA2 act	NR1D1 modulator	GC-A act	ASAP1 GAP inh	ARFGAP1 inh	PG9 Ab binder
O=C(/C=C/Nc1ccc(S(=O)(=O)Nc2cnc3ccccc3n2)cc1)c1cccnc1	1	-3	2	6	-2	3	-4	2	11	-1.2
Cc1cccc(/C=C/c2onc(C)c2S(=O)(=O)N2CCC(C(=O)N3CCC(C)CC3)CC2)c1	-3	3	4	3	-1	-2	-2	-9	-8	0.3

Carrying on:
SMILES	HTRA1 inhibitor	NPR2 activator	mABHD4 FP	rCAG RNA binder	SMARCA2 act	NR1D1 modulator	GC-A act	ASAP1 GAP inh	ARFGAP1 inh	PG9 Ab binder
CCC(=O)NC(=S)Nc1ccccc1OC	1	-3	9	-2	1	0	1	-9	-5	-1.4
CC(C)(C)C(=O)NC1(C(F)(F)F)C(=O)Nc2c1c(=O)[nH]c(=O)n2Cc1ccco1 (centres undefined)	8	3	1	2	-3	1	10	2	2	-0.8
O=C(CN1CCN(Cc2ccc(F)cc2)C1=O)NC1CCCC1	3	2	1	-3	-1	-1	0	-13	14	-2.7
Oc1ccccc1CC=NC1CCCCC1	14	9	-2	0	6	-1	-1	-5	0	-1.1
CCN(CC)CCCNCC(=O)Nc1ccc2c(c1)CCC2	6	4	10	-5	0	5	-6	5	-3	-0.3
CCCCCC(=O)N/N=C(\C)c1ccc(Cl)cc1	0	3	4	-4	1	2	8	3	-2	-0.3
COC(=O)C[C@H]1C=C[C@@H](NC(=O)Nc2cccc(OC)c2)[C@@H](CO)O1	.	6	2	4	-6	-2	1	-11	-2	2.9
O=C(/C=C/Nc1cccc(C(F)(F)F)c1)c1ccc(Oc2ncccn2)cc1	-10	-1	-1	5	2	-7	-1	2	5	0.2
CCc1ccc(N2CC(C(=O)N(CC)CC(=O)Nc3c(F)cccc3F)CC2=O)cc1 (centres undefined)	7	-3	9	3	-3	-5	4	-9	1	-0.7
CC(O)Cc1cn([C@@H](CCCCN)C(=O)N2CCNCC2)nn1 (some centres undefined)	2	3	5	0	-1	-5	2	-4	7	-1.9
COc1ccc(CN(C(=O)CO/N=C/c2ccccc2)c2ccccc2C(=O)O)cc1	2	-1	-1	22	-1	-3	4	6	6	1.9
CC(=O)Nc1ccc(C(=O)Nc2cc(C(F)(F)F)ccc2-n2cnc3ccccc32)cc1	-17	-5	-8	0	-1	2	-11	5	-8	1.4
Cc1ccc(-c2n[nH]c(=S)n2/N=C/c2c(C)[nH]n(-c3ccccc3)c2=O)cc1	-3	-5	5	2	-3	6	1	5	5	0.0
CC(=O)Nc1ccc(N2C(=O)CC(N3CC(C)OC(C)C3)C2=O)cc1 (centres undefined)	3	2	-1	0	-2	-3	1	-5	5	0.1
COc1ccccc1NC(=O)C1CCCN1C(=O)NCc1ccccc1 (centres undefined)	1	-2	-5	-1	-3	0	5	-8	-11	-1.2
COc1ccccc1C(=O)NCCC(=O)Nc1ccc(C)cn1	1	2	4	-5	0	-5	0	-17	-6	0.1
COc1ccc(/C=C2\COc3ccccc3C2=O)c(OC)c1	-10	-4	19	4	8.9*	-4	4	-21	-6	0.5
O=C1CC2(CCN(C(=O)C3CC(=O)N(c4ccc(F)cc4)C3)CC2)Oc2ccccc21 (centres undefined)	-3	-8	0	-2	3	5	0	19	13	-1.6
O=C(NNc1nc2c(F)cccc2s1)C1=COCCO1	6	2	5	9	-1	-4	-1	-4	2	0.0
CCOC(=O)N1CCN(C(=O)CCc2cc(OC)c(OC)c(OC)c2)CC1	-3	-3	-4	-4	1	-2	1	-4	-12	0.5
CC(=O)NCc1ccc(C(=O)CCl)s1	5	2	-3	0	9.0*	-1	5	-9	1	-1.5
O=C(CSc1nc2ncccc2[nH]1)Nc1ccc2c(c1)OCO2	.	0	-5	-2	-2	-1	2	4	3	-0.4
S=c1[nH]c2ccccc2n1CCc1ccncc1	2	-5	6	1	-4	5	1	11	2	2.8
O=C(/C=C/c1ccc(Cl)c([N+](=O)[O-])c1)NCc1cccnc1	-3	-7	-8	0	0	-7	-4	10	-3	0.5
Cc1c(NC(=O)CC(O)(C(F)(F)F)C(F)(F)F)c(=O)n(-c2ccccc2)n1C	2	5	-2	-1	0	0	4	-6	3	-2.5

Next part
SMILES	HTRA1 inhibitor	NPR2 activator	mABHD4 FP	rCAG RNA binder	SMARCA2 act	NR1D1 modulator	GC-A act	ASAP1 GAP inh	ARFGAP1 inh	PG9 Ab binder
CCOC(=O)C1CCCN(C(=O)c2ccc3oc(CCc4ccccc4)nc3c2)C1 (centres undefined)	0	-1	5	-9	-2	0	5	-2	6	-0.2
CCOC(=O)[C@H]1[C@H]2COc3cc(OC)ccc3[C@@H]2N2C(=O)c3cc(OC)c(OC)cc3NC(=O)[C@@]12C	-16	-6	6	9	-1	4	-3	10	4	1.1
COc1ccc(NC(=O)c2cc(C(C)C)on2)c(OC)c1	-3	7	11	-3	3	-1	5	3	0	-0.7
Cc1ccc(S(=O)(=O)NCC(=O)OCC(=O)NCc2ccc3c(c2)OCO3)cc1	-2	0	1	-1	0	2	-1	7	6	0.8
Cc1cccnc1NC(=O)c1ccc(S(=O)(=O)N2CCCCCC2)cc1	-3	3	2	-4	-1	-3	2	-8	22	-0.2
COc1cccc(C2=NN(C(=O)c3ccco3)C(c3ccco3)C2)c1 (centres undefined)	-16	-1	-17	3	5	1	-6	1	1	-2.6
Cc1ccccc1C(=O)NCCN1CCOCC1	-7	2	0	-4	3	-2	3	-1	0	-2.7
Cc1nnc(N)nc1C	0	5	-2	0	0	-1	1	-2	-9	-0.8
O=C1CC(c2ccccc2)CC2=C1C(c1ccccn1)Nc1ccccc1N2 (centres undefined)	0	-1	-4	-8	-1	0	-5	-9	-4	-1.3
CN(CC(=O)Nc1ccccc1C(F)(F)F)C(=O)CSc1nnc(-c2ccncc2)n1C	-8	4	0	1	-1	5	0	-1	0	2.4
COc1ccc(-c2cnnc(N/N=C/c3ccc(C)o3)n2)cc1	-1	-1	3	-1	-3	3	-7	10	13	-3.1
Cc1cc(NC(=O)CSCC(=O)N2CCN(c3ccccc3)CC2)no1	-3	0	0	2	-1	2	1	-4	0	-1.1
S=C(NCc1ccncc1)Nc1ccccc1	6	-3	-1	-2	5	0	-1	6	-12	-1.0
c1ccc2oc(CCc3nc4ccccc4o3)nc2c1	4	-7	-1	1	2	-1	1	-6	15	-0.2
CC(=O)Oc1cccc2c1C(=O)C1CC=CC(OC(C)=O)C1C2=O (centres undefined)	15	1	2	4	4	-4	1	-2	4	-1.8
C[C@H](CO)N1C[C@H](C)[C@@H](CN(C)S(C)(=O)=O)Oc2ccc(NS(=O)(=O)c3ccccc3)cc2C1=O	4	4	1	-1	0	-1	2	-4	6	2.1

Profiles, quoted from the list. Screens in order: HTRA1 inhibitor	NPR2 activator	mABHD4 FP	rCAG RNA binder	SMARCA2 act	NR1D1 modulator	GC-A act	ASAP1 GAP inh	ARFGAP1 inh	PG9 Ab binder
`N#Cc1nc(-c2cccs2)oc1NCc1ccccc1Cl` reads -48	6	-2	1	0	-7	9	1	-15	-0.3
`O=C(CN1CCN(Cc2ccc(F)cc2)C1=O)NC1CCCC1` reads 3	2	1	-3	-1	-1	0	-13	14	-2.7
`COC(=O)C[C@H]1C=C[C@@H](NC(=O)Nc2cccc(OC)c2)[C@@H](CO)O1` reads .	6	2	4	-6	-2	1	-11	-2	2.9
`Cc1cccc(/C=C/c2onc(C)c2S(=O)(=O)N2CCC(C(=O)N3CCC(C)CC3)CC2)c1` reads -3	3	4	3	-1	-2	-2	-9	-8	0.3
`C/C(=N/NC(=O)CN1CCN(Cc2ccccc2Cl)CC1)c1cccs1` reads .	3	3	-7	-2	-4	2	10	-5	-0.1
